Bioassay records (PubChem)
OX1R FRET antag = antagonists of human orexin 1 receptor (OX1R); OX1R-expressing cells, FRET antagonist read-out; AID 485270, 2010; 330,000 compounds, 1.8% hits; Orexin/Hypocretin receptor type 1 (Homo sapiens), O43613; inhibition, % at 6.6 µM; in the data active = inhibition mostly above about 38%, no sharp cut-off; inactive = mostly below about 40%;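 also: 0% = agonist challenge alone and 100% = reference antagonist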
Target sequence (O43613 whole entry, looked up): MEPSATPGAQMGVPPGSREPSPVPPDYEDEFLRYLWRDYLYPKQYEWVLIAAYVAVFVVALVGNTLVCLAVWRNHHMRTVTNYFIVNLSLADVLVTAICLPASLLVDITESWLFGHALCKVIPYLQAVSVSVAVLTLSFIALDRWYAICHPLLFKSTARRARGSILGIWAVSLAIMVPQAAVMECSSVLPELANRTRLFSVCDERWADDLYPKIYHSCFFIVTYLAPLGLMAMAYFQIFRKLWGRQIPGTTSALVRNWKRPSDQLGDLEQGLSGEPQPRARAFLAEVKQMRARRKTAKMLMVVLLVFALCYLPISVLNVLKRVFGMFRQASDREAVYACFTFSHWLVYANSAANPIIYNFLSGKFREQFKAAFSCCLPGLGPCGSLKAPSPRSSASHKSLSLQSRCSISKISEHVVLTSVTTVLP
KCNQ2 block = KCNQ2 potassium channel inhibitors, primary screen, cell-based, CHO-K1, FluxOR thallium flux, B-score (AID 2156); 20 min; hits give low values; 310,000 compounds, 1.1% hits; Potassium voltage-gated channel subfamily KQT member 2 (Rattus norvegicus), O88943; B-score at 10 µM;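 active = fluorescence ratio B-score at most minus 3 library SDs, with starting brightness B-score within 2 library SDs, cut at about -5.5 in these data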
STK33 inh = inhibitors of purified STK33 kinase, primary screen, biochemical, ADP-Glo luminescence, homogeneous, cell-free. Serine/threonine-protein kinase 33 (Homo sapiens), Q9BYT3. MBP phosphorylation. inhibition, % at 10 µM. 320,000 compounds, 0.073% hits. AID 2661, 2010;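 active = inhibition at or above 25%, using the most active replicate where run in duplicate; inactive = inhibition below 25%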
Target sequence (Q9BYT3 whole entry, looked up): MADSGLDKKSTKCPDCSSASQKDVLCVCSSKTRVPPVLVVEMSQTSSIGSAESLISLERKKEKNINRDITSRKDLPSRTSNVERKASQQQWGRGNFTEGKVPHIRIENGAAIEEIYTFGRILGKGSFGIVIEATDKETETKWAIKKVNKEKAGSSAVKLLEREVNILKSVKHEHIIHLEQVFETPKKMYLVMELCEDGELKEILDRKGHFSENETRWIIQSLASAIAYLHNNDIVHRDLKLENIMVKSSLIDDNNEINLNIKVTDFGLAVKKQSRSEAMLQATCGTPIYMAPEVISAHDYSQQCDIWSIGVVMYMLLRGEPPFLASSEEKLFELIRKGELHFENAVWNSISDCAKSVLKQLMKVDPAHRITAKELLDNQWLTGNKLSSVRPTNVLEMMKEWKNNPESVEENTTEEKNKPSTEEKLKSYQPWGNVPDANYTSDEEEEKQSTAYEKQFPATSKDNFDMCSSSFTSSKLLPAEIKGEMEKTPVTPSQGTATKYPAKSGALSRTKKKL
* marks the source's active call; other numbers are inactive results; i = inactive; . = not tested or not shown. Random draw from the library. About 2.7% of those tested had a hit in this group.

(1) Cc1cc(=O)oc2cc(OCC(=O)NC(Cc3c[nH]c4ccc(O)cc34)C(=O)O)c(Cl)cc12 (stereo not given)
(2) Cc1ccc(S(=O)(=O)N2CCN(C(=O)CSc3ncc(C(F)(F)F)cc3Cl)CC2)cc1
(3) CC(=O)NS(=O)(=O)c1ccc(NC(=O)C(C)NS(=O)(=O)/C=C/c2ccccc2)cc1 (stereo not given)
(4) C/C(=N\NC(=O)c1ccc(Cl)cc1)c1cccnc1
(5) CCC(Oc1ccccc1)C(=O)Nc1nnc(S(=O)(=O)N2CCCC2)s1 (stereo not given)
(6) CCN(CC)S(=O)(=O)c1ccc(OC)c(NC(=O)C2CC(=O)N(c3ccc4c(c3)OCCO4)C2)c1 (stereo not given)
(7) CCOc1ccccc1CNS(=O)(=O)c1ccc(-c2cnc(C3CC3)o2)cc1
(8) CC1CN(c2ccc(NC(=S)NNCCC#N)cc2)CC(C)O1 (stereo not given)
Compound,1,2,3,4,5,6,7,8
OX1R FRET antag,5.2,5.9,3.0,5.1,17.0,4.9,45.0,13.1
KCNQ2 block,i,i,.,i,i,i,i,i
STK33 inh,-0.2,-1.4,0.2,-0.7,-0.5,-1.5,.,-1.4

(9) CC(=O)c1ccc(NC(=S)NN2C(C)CCCC2C)cc1 (stereo not given)
(10) O=C(/C=C\Nc1ccc(Br)cc1)c1cccnc1
(11) COc1ccc(N(CC(=O)N2CCN(C)CC2)S(C)(=O)=O)cc1OC
(12) O=C(NCc1ccco1)c1ccc(Cn2c(=S)[nH]c3ccccc3c2=O)cc1
(13) COC(=O)c1cc(NS(=O)(=O)c2ccc(Cl)c(N3C(=O)c4ccc(C(=O)O)cc4C3=O)c2)cc(C(=O)OC)c1
(14) CCn1c(=O)cc(OCC(=O)NC2CC2)c2ccccc21
(15) Cc1ccc(S(=O)(=O)NCCC(=O)NC2CCN(Cc3ccccc3)CC2)cc1
(16) O=C1c2ccccc2C(O)(Cc2ccccc2)N1C1CCCCC1 (stereo not given)
Compound,9,10,11,12,13,14,15,16
OX1R FRET antag,23.7,7.7,9.7,23.5,1.9,14.1,14.1,17.7
KCNQ2 block,i,i,i,i,i,i,i,i
STK33 inh,-1.0,-1.2,-1.6,1.0,-0.8,6.8,-0.3,1.7

(17) CCC(=O)Nc1ccc(-c2ccc(N3CCN(C)CC3)nn2)cc1
(18) CCCCCc1nnc(NC(=O)NS(=O)(=O)c2ccc(C)cc2)s1
(19) CC(C)(C)C(=O)/C=C1\NC(=O)CS1
(20) COc1ccc(OC)c(CNC(=O)CCS(=O)(=O)c2ccc3c(c2)oc(=O)n3C)c1
(21) COc1ccccc1N1CCN(C(=O)/C=C/c2ccc(C)cc2)CC1
(22) COc1ccc2c(c1)c(C(=O)CN1CCC(C(N)=O)CC1)c(C)n2C
(23) CCN(CC)S(=O)(=O)c1ccc(NC(=O)CN(c2cccc(C)c2)S(C)(=O)=O)cc1
(24) Cc1c(/C=N\NC(=O)C2COc3ccccc3O2)c2ccccc2n1C (stereo not given)
Compound,17,18,19,20,21,22,23,24
OX1R FRET antag,29.0,7.0,7.4,5.9,15.3,20.5,21.6,16.8
KCNQ2 block,i,i,i,i,i,i,i,i
STK33 inh,-0.7,0.5,-0.3,0.0,0.0,-3.1,-0.1,-4.9

15 structures already listed, arranged by molar mass, high to low:
(13) COC(=O)c1cc(NS(=O)(=O)c2ccc(Cl)c(N3C(=O)c4ccc(C(=O)O)cc4C3=O)c2)cc(C(=O)OC)c1
(23) CCN(CC)S(=O)(=O)c1ccc(NC(=O)CN(c2cccc(C)c2)S(C)(=O)=O)cc1
(20) COc1ccc(OC)c(CNC(=O)CCS(=O)(=O)c2ccc3c(c2)oc(=O)n3C)c1
(7) CCOc1ccccc1CNS(=O)(=O)c1ccc(-c2cnc(C3CC3)o2)cc1
(12) O=C(NCc1ccco1)c1ccc(Cn2c(=S)[nH]c3ccccc3c2=O)cc1
(11) COc1ccc(N(CC(=O)N2CCN(C)CC2)S(C)(=O)=O)cc1OC
(18) CCCCCc1nnc(NC(=O)NS(=O)(=O)c2ccc(C)cc2)s1
(24) Cc1c(/C=N\NC(=O)C2COc3ccccc3O2)c2ccccc2n1C (stereo not given)
(22) COc1ccc2c(c1)c(C(=O)CN1CCC(C(N)=O)CC1)c(C)n2C
(8) CC1CN(c2ccc(NC(=S)NNCCC#N)cc2)CC(C)O1 (stereo not given)
Compound,13,23,20,7,12,11,18,24,22,8
OX1R FRET antag,1.9,21.6,5.9,45.0,23.5,9.7,7.0,16.8,20.5,13.1
KCNQ2 block,i,i,i,i,i,i,i,i,i,i
STK33 inh,-0.8,-0.1,0.0,.,1.0,-1.6,0.5,-4.9,-3.1,-1.4

(17) CCC(=O)Nc1ccc(-c2ccc(N3CCN(C)CC3)nn2)cc1
(16) O=C1c2ccccc2C(O)(Cc2ccccc2)N1C1CCCCC1 (stereo not given)
(9) CC(=O)c1ccc(NC(=S)NN2C(C)CCCC2C)cc1 (stereo not given)
(10) O=C(/C=C\Nc1ccc(Br)cc1)c1cccnc1
(14) CCn1c(=O)cc(OCC(=O)NC2CC2)c2ccccc21
Compound,17,16,9,10,14
OX1R FRET antag,29.0,17.7,23.7,7.7,14.1
KCNQ2 block,i,i,i,i,i
STK33 inh,-0.7,1.7,-1.0,-1.2,6.8

The list continues.
(25) CCOC(=O)[C@@H]1[C@H]2COc3ccccc3[C@@H]2N2C(=O)N(c3cccc(F)c3)C(=O)[C@@]12C
(26) COC(=O)[C@H](Cc1ccccc1)NC(=O)N1CCCCC1C (stereo not given in full)
(27) Cc1c(N)cc(N)cc1C(=O)O
(28) COc1ccc(-c2csc(NC(C)c3nc4cc(Cl)c(Cl)cc4n3CCOCCO)n2)cc1 (stereo not given)
(29) O=C(N/C(=N\O)c1ccccc1)Nc1ccc(Cl)cc1
(30) CC1=C/C(=N\OS(=O)(=O)c2ccccc2)C(C)=CC1=O
(31) O=C(CSc1nnc2n1CCCN2)c1ccc([N+](=O)[O-])cc1
(32) CCCCc1nc2ccccc2c(N)c1CCC (tested in a mixture with another compound)
Compound,25,26,27,28,29,30,31,32
OX1R FRET antag,2.7,7.3,17.2,12.0,5.6,102.3*,50.9*,10.3
KCNQ2 block,.,i,i,i,.,.,i,i
STK33 inh,-1.8,-0.1,-3.2,-0.8,-0.9,0.5,0.4,-3.1

(33) C/C(=N\NC(=O)CNc1ccccc1)c1ccccc1
(34) O=C(c1cc(-c2ccc(F)cc2)nc2ccccc12)N1CCN(C2CCS(=O)(=O)C2)CC1 (stereo not given)
(35) O=C(CSc1nc2ccccc2o1)Nc1nncs1
(36) Cc1c(CCC(=O)NC2CC2)c(=O)oc2c(C)c(O)ccc12
(37) [N-]=[N+]=N[C@@H](CCN1CC[C@H](NC(=O)OCc2ccccc2)CCC1=O)c1ccccc1
(38) O=S(=O)(NCCSc1ccccc1)c1cccs1
(39) Cc1ccccc1C(=O)Nc1nc2n(n1)C(c1ccccc1)CC(=O)N2 (stereo not given)
(40) CCN(CC)CCCN(C(=O)Cn1nnc(-c2ccc(OC)c(OC)c2)n1)C(C(=O)NC(C)(C)C)c1ccc(F)cc1 (stereo not given)
Compound,33,34,35,36,37,38,39,40
OX1R FRET antag,15.3,4.0,13.2,11.2,13.6,15.4,5.6,4.9
KCNQ2 block,i,.,i,i,i,i,i,i
STK33 inh,-1.0,-0.5,-0.5,-2.2,-0.8,1.1,0.0,-0.3

(41) Cc1c(NC(=O)CN2CCCc3ccccc32)c(=O)n(-c2ccccc2)n1C
(42) COc1ccc(-n2c(SCC(=O)N3CCCCC3)nc(O)cc2=O)cc1
(43) CSc1nnc([C@H](C)NC(=O)OC(C)(C)C)o1
(44) Cc1cc(C)c(C(=O)CSC2=NC(N)=C(C#N)C3(CCCCC3)C2C(N)=O)cc1C (stereo not given)
(45) CC(C)c1ccc(CCNC(=O)CCNC(=O)c2ccc(Br)cc2)cc1
(46) CCC(=O)Nc1ccc(NC(=S)NC(=O)c2cc3ccccc3o2)cc1
(47) Cc1ccccc1NC(=O)Cn1nnc(-c2ccc(N3CCOCC3)cc2)n1
(48) COc1ccc(NC(=O)c2cc(-c3ccccc3Cl)on2)cc1
Compound,41,42,43,44,45,46,47,48
OX1R FRET antag,3.4,6.1,3.6,5.2,12.5,19.8,10.6,17.3
KCNQ2 block,i,i,i,i,i,i,i,i
STK33 inh,-0.2,0.5,-0.8,22.6,-0.7,-2.8,-2.0,-1.0

(49) COC(=O)c1ccc(S(=O)(=O)N2CCC(O)CC2)n1C
(50) COc1ccccc1CNC(=O)CCNS(=O)(=O)c1cccc2nsnc12
(51) CCC(CC)NC(=O)CSc1ccc(S(=O)(=O)N2CCOCC2)cn1
(52) O=C(NCCCN1CCCC1)c1ccc2c(c1)N(Cc1ccccc1)CCS2
(53) CCN1C(=O)/C(=C\c2nc3ccccc3c(=O)n2-c2ccccc2)c2ccccc21
(54) CCOC(=O)CNC(=O)N1CCCC(CNS(=O)(=O)c2cccs2)C1 (stereo not given)
(55) Cc1cc(N=Cc2cc(Br)ccc2O)no1
(56) O=C(O)Cn1nnn(-c2ccccc2)c1=S
Compound,49,50,51,52,53,54,55,56
OX1R FRET antag,10.3,33.2,4.6,25.9,16.7,8.4,3.6,12.0
KCNQ2 block,i,i,.,i,i,i,i,i
STK33 inh,-1.4,-0.7,0.6,-0.9,-1.9,0.5,-2.1,-1.2

(57) O=C(c1cc(-c2ccc(Br)cc2)on1)N1CCCCCC1
(58) O=C(Nc1ccccc1N1CCOCC1)c1ccc(N2CCOCC2)c([N+](=O)[O-])c1
(59) CCCCOc1cccc(NC(=O)CSc2nncn2C)c1
(60) O=C(Nc1cc(C(=O)N2CCN(c3ccccc3O)CC2)ccc1Cl)c1cccs1
(61) CC(=O)Nc1ccc(N2CCOCC2)c(Cl)c1
(62) COc1ccc(CCCc2nnc(SCC(=O)NN)o2)cc1
(63) COc1ccc(CN2CC(C(=O)NC3CCCCC3)CC2=O)cc1 (stereo not given)
(64) OC(COc1ccccc1Cl)CN1CCN(CC(O)COc2ccccc2Cl)CC1 (stereo not given)
Compound,57,58,59,60,61,62,63,64
OX1R FRET antag,6.1,14.1,11.5,25.4,5.3,17.6,2.1,12.2
KCNQ2 block,i,i,i,i,i,i,i,i
STK33 inh,-1.8,-1.3,-0.3,-0.5,-0.3,-0.8,0.3,-0.2

(65) O=C(CSc1nc2ccccc2s1)Nc1ccc2c(c1)oc1ccccc12
(66) O=C(N/C(=C\c1ccco1)C(=O)N1CCCC1)c1ccccc1
(67) CCCN(Cc1ccccc1)C(=S)NC(=O)c1ccccc1[N+](=O)[O-]
(68) CC(C)N(CCNC(=O)C1CCC(=O)N1Cc1ccc(F)cc1)Cc1ccccc1 (stereo not given)
(69) Cc1ccc(S(=O)(=O)N2CCOCC2)cc1NC(=O)CN1C(=O)NC(C)(c2ccc(Cl)cc2Cl)C1=O (stereo not given)
(70) COc1ccc(NC(=O)C2=Cc3cccc(OC)c3OC2)cc1
(71) O=C(Cc1nn[nH]n1)Nc1cc(Cl)cc(Cl)c1
(72) O=C(CS(=O)(=O)c1cn(Cc2ccc(F)cc2)c2ccccc12)N1CCOCC1
Compound,65,66,67,68,69,70,71,72
OX1R FRET antag,7.0,7.1,18.5,25.6,5.5,39.6,-0.8,11.3
KCNQ2 block,i,i,i,i,.,i,i,i
STK33 inh,-0.9,1.5,0.1,1.2,-1.8,-0.5,-0.2,-2.6

(73) CN(C)S(=O)(=O)c1ccc(C(=O)NCCOc2ccccc2)cc1
(74) CCCCNC(=O)CCC(=O)Nc1ccc2nc(N3CCC(C)CC3)cc(C)c2c1
(75) NC(=O)c1ccc(-n2nnnc2SCC(=O)Nc2ccccc2-c2ccccc2)cc1
(76) Cc1cc(-c2ccccc2)cc(-c2ccccc2)[n+]1C
(77) Cn1c(SCC(=O)NC2CCCCC2)nnc1-c1cc2ccccc2o1
(78) COc1ccccc1[C@@H]1C(c2ccc(F)cc2)=NN(c2ccccc2)[C@H]1C(=O)N1CCOC1=O
(79) CCn1nc(C(=O)Nc2nc(-c3ccccn3)cs2)c2ccccc2c1=O
(80) Cc1nc2c(=O)n(C)c(=O)[nH]c2n1Cc1ccccc1
Compound,73,74,75,76,77,78,79,80
OX1R FRET antag,22.4,20.1,3.8,18.5,41.6,10.3,10.0,4.3
KCNQ2 block,i,i,i,i,i,i,.,i
STK33 inh,-2.9,0.7,0.1,-2.4,-0.6,0.1,0.6,-0.5

(81) CCN(CCNC(=O)c1ccc(C#N)cc1)c1cccc(C)c1
(82) O=C(Nc1cnc2sccn2c1=O)c1ccc(Cl)cc1Cl
(83) CCOC(=O)c1ccc[n+](CC(=O)c2ccc(NC(=O)c3ccccc3)cc2)c1
(84) C=CCn1c(Oc2cc(C)ccc2C)nc2c1c(=O)n(C)c(=O)n2C
Compound,81,82,83,84
OX1R FRET antag,9.2,9.0,-0.3,14.2
KCNQ2 block,i,i,i,i
STK33 inh,-2.0,-1.5,0.7,-5.9
